High-throughput results (PubChem)
NR5A2 inv ag – LRH-1 (NR5A2) inverse agonists, primary screen, cell-based, luminescence, HEK293T, StAR-luciferase reporter | 360,000 compounds, 0.13% hits | inhibition, % at 3.6 µM | AID 602396, 2012 | LRH-1 transfected, 24 h;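 active = inhibition above the mean inhibition of all tested compounds plus 3 SD, cut at about 73% in these data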;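 note: 0% = DMSO wells and 100% = reporter-only cells lacking LRH-1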
KKLEB cytotox – cytotoxicity in KKLEB CF airway cells, primary screen, cytotoxicity control for CF NF-kB inhibitor project, cell-based, uHTS, fluorescence assay plates. KKLEB CF airway cells viability, ATPlite luminescence, overnight; hits give low values; cells stimulated with P. aeruginosa culture filtrate. activity change (cytotoxicity), % at 5 µM. 360,000 compounds, 0.36% hits. AID 602141, 2011;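 active = corrected activity change at or below -50% at 5 µM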
COUP-TFII inh – NR2F2 transcriptional activity inhibitors, primary screen, cell-based, luciferase reporter, HEK293T, luminescence. HEK293T NGFI-A luciferase reporter. COUP transcription factor 2 (Homo sapiens), P24468. 370,000 compounds, 0.7% hits. inhibition, % at 8.6 µM;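 active = inhibition above a per-plate cutoff, mean inhibition of test wells between control levels plus 3 SD, cut at about 38% in these data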;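 note: cells cotransfected with COUP-TFII expression vector driving the NGFI-A reporter; 0% = median of COUP-TF2 test wells and 100% = reporter-only cells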
TRAIL sens C8 – viability loss with TRAIL in NB7+C8 cells, primary screen, TRAIL sensitizer project, cell-based, ATPlite luminescence; inhibition (viability loss, TRAIL sensitization), % at 10 µM; 360,000 compounds, 1% hits; AID 624354, 2012;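 active = compounds causing at least 50% loss of cell viability in the single-dose screen, relative to plate controls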
SRC1 inh – SRC1 coactivator transcriptional activity inhibitors, primary screen, cell-based, luminescence; HEK293 GAL4-SRC1 luciferase reporter; Nuclear receptor coactivator 1 (Homo sapiens), Q15788; inhibition, % at 3.6 µM; 360,000 compounds, 0.12% hits;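 active = inhibition above the campaign mean plus 3 SD, with each screening campaign given its own cutoff, cut at about 60% in these data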;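 note: 0% = DMSO treated cells and 100% = gossypol at 36 µM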
CF NFkB inh – inhibitors of PAF-induced NF-kB signaling, primary screen, cell-based, GFP fluorescence, uHTS; KKLEB NF-kB-GFP reporter, GFP fluorescence overnight; inhibition, % at 5 µM; 360,000 compounds, 0.86% hits;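 active = at least 50% inhibition at 5 µM, scaled per plate between neutral and stimulator controls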;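 note: PAF is a Pseudomonas aeruginosa culture filtrate used as stimulus; plate controls were PAF-stimulated DMSO wells for no effect and unstimulated DMSO wells for full effect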
TROY signal inh – inhibitors of TROY-driven NF-kB signaling, primary screen, Q293 LMP1-TROYcd cells, NF-kB luciferase, uHTS. inhibition, % at 10 µM. 360,000 compounds, 0.98% hits. Q293 LMP1-TROYcd NF-kB luciferase reporter, 4 h;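 active = compounds whose plate-normalised and pattern-corrected inhibition of the luciferase reporter signal at the single screening dose is 50% or more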
EBV LMP1 NFkB – EBV LMP1-driven NF-kappaB luciferase reporter inhibitors, primary screen, cell-based, luminescence, single point | LMP1-induced NF-kappaB luciferase reporter cells | inhibition, % at 12.5 µM | 350,000 compounds, 0.69% hits; in the data active = inhibition above about 41%;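 note: 0% = neutral control wells and 100% = reference inhibitor control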
NCOA3 inh – SRC3 coactivator transcriptional activity inhibitors, primary screen, cell-based, luminescence; Nuclear receptor coactivator 3 (Homo sapiens), Q9Y6Q9; HEK293 GAL4-SRC3 luciferase reporter; inhibition, % at 3.6 µM; 360,000 compounds, 0.17% hits; AID 588352, 2011;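 active = inhibition above a per-campaign cutoff, the mean of all compounds plus 3 SD, cut at about 60% in these data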;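 note: 0% = DMSO-treated cells and 100% = gossypol-treated cells at 36 µM; higher means less SRC3-driven luciferase light from the GAL4 reporter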
NCOA2 inhibitor – inhibition of GAL4-SRC2 driven luciferase reporter, primary screen, SRC2 inhibitor project, cell-based, luminescence; Nuclear receptor coactivator 2 (Homo sapiens), Q15596; 370,000 compounds, 0.17% hits; inhibition, % at 9 µM; HEK293 GAL4-SRC2 luciferase reporter; AID 651957, 2012;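 active = inhibition above the mean inhibition of all tested compounds plus 3 SD, set per campaign, cut at about 52% in these data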;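 note: 0% = DMSO treated cells and 100% = cells given Gossypol at 36 µM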
Target sequence (Q15596 whole entry, looked up, the tested form may be a part): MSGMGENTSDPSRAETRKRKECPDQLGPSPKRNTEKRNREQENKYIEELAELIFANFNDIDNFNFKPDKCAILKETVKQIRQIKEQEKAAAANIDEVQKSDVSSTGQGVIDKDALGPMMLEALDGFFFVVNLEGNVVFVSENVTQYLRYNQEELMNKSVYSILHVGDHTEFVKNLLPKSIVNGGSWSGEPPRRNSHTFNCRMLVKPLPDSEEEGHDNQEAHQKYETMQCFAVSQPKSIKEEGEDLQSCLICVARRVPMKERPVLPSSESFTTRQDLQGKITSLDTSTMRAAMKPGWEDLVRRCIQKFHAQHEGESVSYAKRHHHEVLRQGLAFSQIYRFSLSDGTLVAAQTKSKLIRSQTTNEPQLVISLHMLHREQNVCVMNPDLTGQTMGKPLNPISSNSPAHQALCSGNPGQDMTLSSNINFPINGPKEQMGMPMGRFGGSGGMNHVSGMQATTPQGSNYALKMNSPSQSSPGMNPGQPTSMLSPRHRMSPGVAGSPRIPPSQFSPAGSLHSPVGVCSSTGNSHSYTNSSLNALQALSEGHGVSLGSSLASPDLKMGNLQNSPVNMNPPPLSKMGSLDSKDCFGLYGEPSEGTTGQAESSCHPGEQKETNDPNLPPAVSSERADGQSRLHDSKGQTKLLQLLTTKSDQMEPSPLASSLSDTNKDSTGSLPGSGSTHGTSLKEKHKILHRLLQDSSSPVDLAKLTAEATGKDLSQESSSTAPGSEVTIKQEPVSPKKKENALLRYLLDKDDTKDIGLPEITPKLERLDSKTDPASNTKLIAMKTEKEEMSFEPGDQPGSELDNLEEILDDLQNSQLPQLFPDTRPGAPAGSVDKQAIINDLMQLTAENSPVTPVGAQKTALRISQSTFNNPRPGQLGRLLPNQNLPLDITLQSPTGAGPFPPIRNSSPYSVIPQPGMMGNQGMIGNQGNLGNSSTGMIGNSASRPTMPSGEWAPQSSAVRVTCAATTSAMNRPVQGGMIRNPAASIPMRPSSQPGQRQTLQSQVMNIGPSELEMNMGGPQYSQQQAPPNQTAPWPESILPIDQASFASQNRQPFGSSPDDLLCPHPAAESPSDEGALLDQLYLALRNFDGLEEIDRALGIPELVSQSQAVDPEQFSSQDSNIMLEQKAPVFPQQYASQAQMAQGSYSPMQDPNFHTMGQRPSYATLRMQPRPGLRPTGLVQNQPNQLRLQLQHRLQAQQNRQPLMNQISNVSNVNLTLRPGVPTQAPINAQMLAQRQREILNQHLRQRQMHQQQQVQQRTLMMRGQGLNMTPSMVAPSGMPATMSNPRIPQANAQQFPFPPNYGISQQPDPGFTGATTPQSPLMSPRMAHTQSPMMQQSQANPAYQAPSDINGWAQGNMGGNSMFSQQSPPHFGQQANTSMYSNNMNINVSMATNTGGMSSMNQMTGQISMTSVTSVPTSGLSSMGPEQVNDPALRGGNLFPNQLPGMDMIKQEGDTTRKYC
TWEAK-Fn14 inh – inhibitors of TWEAK-Fn14 signaling, primary screen, luciferase reporter cells, uHTS. TWEAK-stimulated Fn14 reporter cells, luciferase luminescence, 8 h. inhibition, % at 10 µM. 360,000 compounds, 2% hits. AID 1159606, 2016; in the data active = inhibition above about 50%
* hit, by the source's call.

SMILES,NR5A2 inv ag,KKLEB cytotox,COUP-TFII inh,TRAIL sens C8,SRC1 inh,CF NFkB inh,TROY signal inh,EBV LMP1 NFkB,NCOA3 inh,NCOA2 inhibitor,TWEAK-Fn14 inh
COc1cccc(N2CCN(C(=O)c3ccc4nc(N5CCCCC5)sc4c3)CC2)c1,-116.1,6.1,-38.2,-8.7,-89.6,7.2,-37.4,-7.7,-75.9,-81.5,22.4
CCN1CCc2c(sc(NC(=O)c3ccc(S(=O)(=O)N4CCCC4)cc3)c2C(=O)NC)C1,18.1,-2.7,14.4,13.2,-20.8,4.5,-10.2,-10.9,3.9,-5.2,11.6
O=C(NC(=S)Nc1ccc(Cl)c(C(=O)O)c1)c1ccc(OCc2ccccc2)cc1,-11.3,19.0,7.6,11.1,-26.6,-7.9,-1.2,-9.2,5.5,-11.2,-2.7
CC1CC(C)CN(CCC(=O)Nc2ccc(Br)cc2)C1 (stereo not drawn),-0.9,8.6,-4.7,-15.8,5.0,-0.7,6.6,-3.4,1.4,3.8,3.7
COC(=O)c1cc(S(=O)(=O)NCCc2cccc(C)c2)cn1C,11.2,13.8,9.3,-3.1,8.8,2.4,-1.8,-14.2,0.3,-28.3,5.7
CN(C)c1cccc(C(=O)NNC(=O)CN2C(=O)C3CC=CCC3C2=O)c1 (stereo not drawn),-58.5,-5.8,-17.4,19.9,-64.7,14.9,52.7*,-32.3,-44.4,-119.1,52.8*
O=[N+]([O-])c1ccccc1NCc1c(O)ccc2ccccc12,18.8,-6.3,-5.5,-0.4,-11.6,12.5,17.1,-0.1,-27.3,-10.5,13.8
Cc1cccc(OCC(=O)NCC2CCCO2)c1C (stereo not drawn),-17.2,-7.0,3.7,-5.7,-10.2,8.2,-15.5,-2.1,-16.9,5.2,9.5
Cc1ccc(C(=O)NCCCNC(=O)c2ccc(Cl)cc2)cn1,-1.0,12.2,0.9,9.7,-0.5,-19.3,-0.3,-1.2,5.3,1.7,-8.1
NC(=O)[C@@H]1CCCN1C(=O)c1ccc2nc(Cc3ccccc3F)oc2c1,7.8,-8.1,-2.6,-0.1,-51.0,16.9,-14.6,7.6,-6.8,-1.8,3.2
CCOc1cc(/C=N\NC(=O)C2C(=O)NCC2c2ccccc2)ccc1OC (stereo not drawn),2.7,-16.0,-5.1,-4.1,3.0,14.5,16.1,-4.1,-18.1,-9.9,5.5
CCOc1ccc(-c2cnc(N)n2C)cc1,-7.8,15.3,10.6,-11.1,-21.4,4.1,-0.7,8.3,3.8,-28.2,0.5
O=C(/C=C/Nc1ccc(Oc2ccccc2Cl)cc1)c1ccco1,-65.5,6.2,-21.2,-10.6,-91.1,8.6,-5.3,-27.3,-101.1,-55.1,-2.4
Cc1ccc(N=C2C(=O)Nc3ccccc32)cc1C,2.1,5.1,8.6,12.4,1.9,-11.0,1.6,-11.8,-19.0,-14.1,-45.9
COc1ccc(Nc2cccc3ccccc23)cc1,1.6,-22.3,10.0,55.9*,-33.3,75.9*,81.6*,-28.7,-5.7,-38.9,104.5*
CCC(C(=O)Nc1ccc(C(C)C)cc1)c1ccccc1 (stereo not drawn),-29.6,-0.3,6.7,5.4,-6.8,-5.5,-1.4,0.1,1.8,-2.6,9.2
COc1ccc(Cl)cc1S(=O)(=O)N1CCN(Cc2ccc3c(c2)OCO3)CC1,6.9,-0.3,10.8,-3.8,7.3,2.7,16.1,-27.5,3.9,-9.4,-11.4
CCC(Oc1ccccc1F)C(=O)NCCCn1ccnc1 (stereo not drawn),-0.1,9.6,8.6,-7.3,5.2,-18.5,-13.0,-3.6,17.6,9.9,-3.8
COc1ccc(N(CC(=O)N2CCCC2)S(=O)(=O)c2ccc(NC(C)=O)cc2)cc1,-5.2,2.4,4.7,9.6,14.4,-4.2,3.0,-2.3,5.3,8.1,6.9
CC(C)COc1ccc(C(=O)N/C(=C\c2cccc([N+](=O)[O-])c2)C(=O)OC(C)C)cc1,-11.7,12.4,-2.8,3.9,-10.1,-12.4,-2.9,-5.6,-1.6,-9.0,-35.5
CCC1(C)SC(NC(C)=O)=NN1C(C)=O (stereo not drawn),-9.2,-2.3,3.1,-0.2,-0.5,-5.7,-7.4,-1.5,6.2,-27.4,-0.3
Fc1ccccc1CCNc1nnnn1-c1ccccc1,7.5,-0.5,-13.8,4.6,-11.4,10.4,-4.5,7.3,-4.0,-14.2,-2.3
CCS(=O)(=O)N1CCC(C(=O)Oc2ccc(C(=O)OC)cc2)CC1,1.9,-7.9,15.9,-10.8,23.3,14.7,6.0,1.9,-7.5,-10.2,10.8
CCOC(=O)c1ccc(NC(=S)N(CCCN2CCN(CC)CC2)Cc2ccco2)cc1,-6.4,1.1,12.2,1.5,-19.3,6.9,-4.2,12.0,14.0,-31.2,9.0
Cc1ccc(OCCCCN2CCCC(C)C2)c([N+](=O)[O-])c1 (stereo not drawn),5.0,-0.5,-3.0,1.4,2.4,0.4,10.1,6.4,12.2,-16.1,-16.9
CCOc1ccccc1CN1CCNC(=O)C1CC(=O)NCCC1=CCCCC1 (stereo not drawn),-13.0,-0.6,10.6,8.3,-7.2,10.9,1.1,-5.9,-28.4,-3.1,4.2
Cc1c2ccccc2nc2ccccc12,2.1,7.3,-18.5,10.8,15.7,-32.2,8.9,5.8,8.2,-1.1,5.0
CC(=O)N1C(=O)N(C(C)=O)C2C1N(C(C)=O)C(=O)N2C(C)=O (stereo not drawn),11.9,11.0,-21.1,15.1,-6.3,-13.8,9.0,-9.2,0.5,-22.1,5.0
O=C(CSc1cccc2cccnc12)Nc1ccc(S(=O)(=O)N2CCOCC2)cc1,1.2,-6.2,-10.9,14.8,-4.1,5.4,-9.0,-3.3,3.2,14.6,-26.6
CC1CCN(C(=O)CCNS(=O)(=O)c2ccc3c(c2)c(=O)n(C)c(=O)n3C)CC1,23.6,13.9,-18.6,-8.4,9.7,1.4,-5.2,5.5,-3.0,7.0,3.1
CC(=O)C1C(c2ccccc2)c2c(n[nH]c2C)CC1(C)O (stereo not drawn),6.2,3.7,10.1,6.8,-6.0,-2.3,-8.8,2.4,6.8,1.9,8.4
CC(=O)Nc1ccc(SCC(=O)N(C)C2CCS(=O)(=O)C2)cc1 (stereo not drawn),9.6,-8.0,-22.0,-7.5,2.8,16.4,-13.4,1.6,26.4,11.8,21.3

3 compounds already listed, arranged by heavy-atom count, smallest number first.
SMILES,NR5A2 inv ag,KKLEB cytotox,COUP-TFII inh,TRAIL sens C8,SRC1 inh,CF NFkB inh,TROY signal inh,EBV LMP1 NFkB,NCOA3 inh,NCOA2 inhibitor,TWEAK-Fn14 inh
CC(=O)N1C(=O)N(C(C)=O)C2C1N(C(C)=O)C(=O)N2C(C)=O (stereo not drawn),11.9,11.0,-21.1,15.1,-6.3,-13.8,9.0,-9.2,0.5,-22.1,5.0
CC(=O)Nc1ccc(SCC(=O)N(C)C2CCS(=O)(=O)C2)cc1 (stereo not drawn),9.6,-8.0,-22.0,-7.5,2.8,16.4,-13.4,1.6,26.4,11.8,21.3
CCOc1ccccc1CN1CCNC(=O)C1CC(=O)NCCC1=CCCCC1 (stereo not drawn),-13.0,-0.6,10.6,8.3,-7.2,10.9,1.1,-5.9,-28.4,-3.1,4.2

(cont.)
SMILES,NR5A2 inv ag,KKLEB cytotox,COUP-TFII inh,TRAIL sens C8,SRC1 inh,CF NFkB inh,TROY signal inh,EBV LMP1 NFkB,NCOA3 inh,NCOA2 inhibitor,TWEAK-Fn14 inh
Cc1ccc(NC(=O)CN2CCc3ccccc3C2)cc1C,-27.5,-7.9,5.5,3.5,-8.3,-5.3,1.6,-2.1,-6.6,3.4,-5.6
CCC(Cc1ccccc1)NS(=O)(=O)c1ccc2c(c1)NC(=O)CO2 (stereo not drawn),-15.0,-3.8,19.4,-5.4,6.7,4.7,8.3,4.7,10.4,-3.3,11.6
C=C(C)CNC(=S)NNC(=O)c1cc(C)oc1C,-16.8,-3.2,-3.8,-13.6,2.1,2.0,7.4,2.2,-2.7,-12.0,12.4
CC(C)(Oc1ccc(Cl)cc1)C(=O)NCC(c1cccs1)N1CCOCC1 (stereo not drawn),-8.7,-1.5,10.3,-5.4,-7.6,17.0,5.1,-10.4,-2.4,7.2,5.8
COC(=O)CNC(=O)Cc1c(C)n(C(=O)c2ccc(Cl)cc2)c2ccc(OC)cc12,16.6,-18.2,-5.4,5.6,-3.0,33.1,-16.5,-6.1,-3.7,7.6,-1.9
Cc1ccc(-c2nnn(CC(=O)N3c4ccccc4CCc4ccccc43)n2)cc1,1.9,-2.6,29.3,-20.8,11.9,10.1,29.1,12.7,18.0,5.3,37.1
COc1ccc(OCC(=O)Nc2ccccc2C(=O)N2CCOCC2)cc1,-14.9,3.7,1.6,10.7,-17.5,-0.4,5.9,-2.4,7.6,7.0,19.7
COCCCC1CCN(C(=O)C2CCC(=O)N(C3CCCCCC3)C2)CC1 (stereo not drawn),10.8,5.2,-4.3,3.9,2.7,19.4,-10.5,3.6,-29.9,-1.7,4.7
Cc1noc(C(=O)Nc2ccccc2C(F)(F)F)c1Cl,14.1,-10.6,-10.9,-2.6,-5.8,8.2,-9.3,-2.9,18.5,12.7,-3.3
CC(=O)Nc1ccc(NC(=O)COc2ccc(S(=O)(=O)NC(C)c3ccccc3)cc2)cc1 (stereo not drawn),16.2,-28.0,7.6,-1.1,-0.1,-7.0,-6.9,8.3,17.4,4.0,16.7
CN1C(=O)c2ccccc2Sc2ccc(NC(=O)N3CCOCC3)cc21,8.2,-2.5,-5.6,-14.4,11.5,-4.7,8.2,2.6,1.7,-33.1,17.4
Clc1cccc(Cl)c1Cn1ccc(C2CC2)n1,-75.4,5.6,-22.0,10.1,-73.2,-3.5,-61.5,-14.9,-51.6,-60.9,-27.7
CCOC(=O)CSc1nc(-c2cccs2)nc2c1c(=O)n(C)c(=O)n2C,-14.3,3.5,2.3,-11.5,-30.1,-2.9,-15.0,-6.2,-21.8,-8.2,-1.5
Cc1cc(=O)oc2c1c(C)nn2-c1ccc(Cl)cc1,6.0,13.0,6.8,-6.4,-8.4,-28.6,-23.0,-26.0,2.0,-7.6,-29.4
COc1ccc(NC(=O)COC(=O)c2ccc(OC)c(S(=O)(=O)N3CCCC3)c2)cc1OC,15.2,-11.2,3.3,12.1,-10.1,9.7,14.0,3.5,7.2,0.8,5.3
Cn1c(C(=O)N2CCN(C(=O)c3ccco3)CC2)cc2c(=O)n(C)c3ccccc3c21,1.9,-0.1,9.6,5.5,-6.8,-12.7,-19.0,-11.0,6.6,-17.6,-12.5
CC(=O)Nc1ccc(S(=O)(=O)N2CCC(NC(=O)c3ccccc3)CC2)cc1,-0.7,2.0,9.2,8.7,-0.9,-3.8,6.2,-3.6,5.5,11.0,46.2
